# EPAC2 agonist = EPAC2 (human) agonism; Q8WZA2; EPAC2 activation, biochemical qHTS; response scale: 100% = 6.5 mM cAMP response; Potency, µM (doses to about 154 µM), for inactives: at the highest dose activation, actives largely listed as activators; 0.079% of 360,000 active; note: potency is the fitted concentration of half-maximal effect; nearly all actives have a fitted effect of over 50% in size
# Target sequence (Q8WZA2 whole entry, looked up): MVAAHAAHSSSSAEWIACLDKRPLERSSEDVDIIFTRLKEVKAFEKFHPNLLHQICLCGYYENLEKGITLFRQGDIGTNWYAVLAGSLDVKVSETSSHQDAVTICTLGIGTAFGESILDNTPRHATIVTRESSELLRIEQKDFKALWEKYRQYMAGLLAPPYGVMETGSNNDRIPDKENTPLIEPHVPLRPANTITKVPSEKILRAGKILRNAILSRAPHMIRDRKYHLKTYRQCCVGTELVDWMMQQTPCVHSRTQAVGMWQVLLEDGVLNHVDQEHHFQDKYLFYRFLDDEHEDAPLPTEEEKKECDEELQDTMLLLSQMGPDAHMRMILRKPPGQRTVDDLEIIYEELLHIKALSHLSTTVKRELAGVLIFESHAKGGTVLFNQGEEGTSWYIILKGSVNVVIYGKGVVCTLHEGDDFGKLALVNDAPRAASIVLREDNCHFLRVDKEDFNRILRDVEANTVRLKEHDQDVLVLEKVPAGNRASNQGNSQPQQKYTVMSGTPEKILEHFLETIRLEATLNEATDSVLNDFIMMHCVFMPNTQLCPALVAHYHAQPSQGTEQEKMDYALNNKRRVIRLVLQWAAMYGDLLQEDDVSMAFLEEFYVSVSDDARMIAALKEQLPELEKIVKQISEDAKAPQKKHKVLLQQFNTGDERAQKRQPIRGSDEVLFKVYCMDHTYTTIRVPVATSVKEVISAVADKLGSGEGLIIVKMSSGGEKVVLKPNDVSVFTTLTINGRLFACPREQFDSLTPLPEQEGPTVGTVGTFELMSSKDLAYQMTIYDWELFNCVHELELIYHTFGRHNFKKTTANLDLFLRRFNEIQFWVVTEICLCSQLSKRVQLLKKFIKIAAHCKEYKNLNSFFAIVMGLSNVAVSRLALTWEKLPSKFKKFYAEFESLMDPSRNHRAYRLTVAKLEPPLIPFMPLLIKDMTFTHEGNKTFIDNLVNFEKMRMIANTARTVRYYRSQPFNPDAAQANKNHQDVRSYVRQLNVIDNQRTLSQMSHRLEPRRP
#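 Each well held 100 nM EPAC2, 250 nM RAP1B-BODIPY-GDP and 50 uM GDP. Fluorescence, read at 5-min intervals to 30 min, was referenced to a 6.5 mM cAMP positive control.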
# Nrf2 activator = Nrf2 pathway activation; Potency, µM (highest dose often 46.1 µM), for inactives: at the highest dose activation, hits mostly activators; 0.31% of 410,000 active; AREc32 ARE-luciferase reporter (MCF7-derived line), luminescence, 24 h; note: potency is the fitted concentration of half-maximal effect; % of control where 0% means no effect; nearly all actives have a fitted effect of over 65% in size
#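 Steps: seed AREc32_Fluc cells (1000/well, 5% FBS OPTI-MEM); incubate overnight at 37 deg C; add 23 nL compound; incubate 24 hr; add Steady-Glo; hold 30 min RT; read luminescence.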
# CCT chaperon mod = changes cytosolic chaperonin activity | purified chaperonin ATPase assay, HTRF ADP detection, 30 min | activity change, % (concentration not given with the values), hits read low | 0.3% of 360,000 active | AID 651819; in the data active = activity change below about -30%; note: % is set by controls: 0 for no effect and ±100 for the full control effect
#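 We incubate TRiC, 40 or 20 nM final, with library compounds at 76 uM and 10 uM ATP for 30 min at 37 °C. ADP formed is detected with Transcreener HTRF reagents after 30 min at room temperature.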
# A549 tox = counter-screen for Nrf2 inhibitors: cytotoxicity in A549 cells; 0.16% of 390,000 active; A549 ARE-Fluc cells, CellTiter-Fluor viability, 18-24 h; Potency, µM (top dose mostly 46 µM), for the others: at the top dose activity change, negative = cytotoxicity, most hits filed as inhibitors; note: potency is the fitted concentration of half-maximal effect; % is set by controls: 0 for no effect and ±100 for the full control effect
#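 A549 ARE_Fluc cells in 5% FBS OPTI-MEM were exposed to compounds in concentration-response for 18-24 h at 37 deg C. Viability was read by CellTiter-Fluor fluorescence (Ex 405/Em 525) after 30 min, before the luciferase read.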
# EPAC2 antagonist = EPAC2 (human) antagonism. EPAC2 GEF exchange of Rap1B-BODIPY-GDP, fluorescence. Q8WZA2. 0.18% of 360,000 active. AID 720708. Potency, µM (highest dose often 114 µM), for the others: top-dose activity, negative = inhibition, actives largely listed as inhibitors; note: potency is the fitted concentration of half-maximal effect; % is set by controls: 0 for no effect and ±100 for the full control effect; nearly all actives have a fitted effect of over 45% in size; many of its hits are not listed in these tables
# TGFb inhibitor = blocks TGF-b signaling; HepG2 CAGA-GFP TGF-b/SMAD3 reporter, GFP fluorescence, 18 h; TGF-beta stimulated, 500 pg/mL final; Potency, µM (series often up to 46.1 µM), inactives show at the top dose activity, negative = inhibition, hits mostly inhibitors; 1.2% of 410,000 active; note: potency is the fitted concentration of half-maximal effect; % is set by controls: 0 for no effect and ±100 for the full control effect; nearly all actives have a fitted effect of over 65% in size
#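 Using HEPG2 CAGA-GFP reporter cells at 1000 cells/well, we pinned test compounds, stimulated with recombinant TGF-beta (500 pg/mL final) and measured total well GFP after 18 h.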
# MmCpn inh = M. maripaludis TRiC chaperonin inhibition; Potency, µM (doses to about 76.9 µM), for the others: at the top dose activity, negative = inhibition, hits mostly inhibitors; 0.031% of 330,000 active; purified Mm-Cpn ATPase, ADP Transcreener TR-FRET; AID 504842; note: potency is the fitted concentration of half-maximal effect; % is set by controls: 0 for no effect and ±100 for the full control effect; nearly all actives have a fitted effect of over 80% in size
#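 ATPase read-out: TR-FRET ADP immunoassay (anti-ADP Eu cryptate vs ADP-d2), ex 320 nm, em 590/665 nm; signal drops as ADP forms. Enzyme 25 nM, ATP 10 uM, 30 min at 37°C after 10 min compound preincubation.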
# Akt phos inh = inhibitors of Akt phosphorylation; AID 651550; 0.32% of 360,000 active; Neuro2A IGF-stimulated pAkt S473 HTRF, 20 min; active compounds read low; activity change, % for hits at 50 µM; in the data active = activity change below about -80%; inconclusive = mostly about -51% to -80%; note: % is set by controls: 0 for no effect and ±100 for the full control effect
#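 Neuro2A cells (4,500/well, DMEM with 0.5% FBS) were treated with compound at a single 50 µM final concentration, stimulated with 6 nM IGF for 20 min at 37 °C, and lysed. Phospho-Akt Ser473 was read by HTRF as 665/615 ratio ×10^4.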
# Nrf2 inh = Nrf2 pathway inhibition. A549 ARE-Fluc reporter, luciferase luminescence, 18-24 h. Potency, µM (highest dose often 46 µM), for the others: top-dose activity change, negative = inhibition, actives largely listed as inhibitors. 2.1% of 360,000 active; note: potency is the fitted concentration of half-maximal effect; % is set by controls: 0 for no effect and ±100 for the full control effect; nearly all actives have a fitted effect of over 60% in size
#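 A549 ARE_Fluc cells, 5000/well, 5% FBS OPTI-MEM; compounds in dose-response, 18-24 h at 37 °C/5% CO2; CellTiter-Fluor viability read (Ex 405/Em 525), then BugLite luciferase luminescence = Nrf2 activity.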
# Active calls of the source: *; i = inactive; ? = inconclusive; nt = no result given; [ ] = remark or other dose. Unless noted, calls come from the whole dose curve; as a rule, active = well fitted curve in the direction sought with a large enough effect; inconclusive = small, poorly fitted or top-dose-only effect, or another doubt; inactive = no such curve, though single readings can be large; an effect the other way counts as inactive or inconclusive.
# The opening 2 compounds, to show the layout:
nr	Compound	EPAC2 agonist	Nrf2 activator	CCT chaperon mod	A549 tox	EPAC2 antagonist	TGFb inhibitor	MmCpn inh	Akt phos inh	Nrf2 inh
1	CC(=O)c1c(C)[nH]c(C(=O)Nc2cccc(C)c2C)c1C	-2%	0.5%	0.4	6%	-5%	16%	1%	i	7%
2	Cc1cc(OCC(=O)Nc2c(C(=O)c3ccccc3)oc3ccccc23)cc(C)c1Cl	nt	-0.5%	nt	-1%	nt	-6%	nt	nt	4%

# This part in full, from the start:
nr	Compound	EPAC2 agonist	Nrf2 activator	CCT chaperon mod	A549 tox	EPAC2 antagonist	TGFb inhibitor	MmCpn inh	Akt phos inh	Nrf2 inh
1	CC(=O)c1c(C)[nH]c(C(=O)Nc2cccc(C)c2C)c1C	-2%	0.5%	0.4	6%	-5%	16%	1%	i	7%
2	Cc1cc(OCC(=O)Nc2c(C(=O)c3ccccc3)oc3ccccc23)cc(C)c1Cl	nt	-0.5%	nt	-1%	nt	-6%	nt	nt	4%
3	C=CCNc1nc2c(c(=O)[nH]c(=O)n2C)n1CCCc1ccccc1	5%	2.7%	1.1	10%	5%	3%	0%	i	-4%
4	CCCCNC(=O)C1CCCN(S(=O)(=O)c2ccc(S(=O)(=O)NCC(C)C)cc2)C1 (centres undefined)	-1%	-0.9%	-1.0	15%	10%	-30%	1%	i	-18%
5	CCN(CC(=O)Nc1cccc(S(N)(=O)=O)c1)Cc1nc2ccccc2c(=O)[nH]1	6%	0.3%	0.9	5%	-1%	-1%	0%	i	27%
6	CCOc1ccccc1NC(=O)Cc1ccccc1OC	3%	4.3%	0.8	-3%	5%	1%	1%	i	5%
7	CCCc1nn(C)c2c(=O)[nH]c(-c3ccccc3OCC)nc12	-2%	2.3%	-2.7	-11%	10%	8%	-1%	i	0%
8	Oc1c(Br)cc(Br)cc1CNc1ccc(F)cc1	10%	0.3%[9.22 µM]	-8.0	0%	?	?	-2%	i	12%
9	CCOC(=O)Cc1csc(NC(=O)CSc2nc(C)cc(=O)[nH]2)n1	9%	0.4%	-1.6	-3%	2%	24%	-1%	i	-4%
10	COc1ccc(/C=C(/NC(=O)c2ccco2)C(=O)NCc2ccco2)cc1	4%	-0.5%	0.2	nt	-9%	-8%	nt	i	nt
11	NC(=O)c1cccnc1Nc1ccccc1F	9%	4.3%	-1.3	0%	-29%	-13%	-2%	i	14%
12	O=C(Cn1ncc2c(=O)oc3ccccc3c21)NC1CC1	10%	0.5%	-0.7	2%	-9%	?	-1%	i	-5%
13	Cc1ccc(CNC(=O)C2(C)CCN2C(=O)Cc2ccc(-c3ccccc3)cc2)cc1 (centres undefined)	17%	0.9%	0.1	nt	-12%	0%	nt	i	nt
14	COc1ccc(N2CCN(C(=O)c3oc4ccccc4c3NC(=O)CCc3cc(OC)no3)CC2)cc1	3%	0.4%	0.6	-2%	-12%	-20%	-3%	i	13%
15	CCOc1cc(OCC)cc(C(=O)N2CCC[C@H]2C(=O)N2CCC[C@H]2C(=O)NCc2ccccn2)c1	1%	-0.9%	1.4	nt	0%	nt	nt	i	nt
16	O=C(NCc1ccccc1)C1Cc2c(-c3ccc(Cl)cc3)ccnc2O1 (centres undefined)	8%	-0.8%[9.22 µM]	-3.1	nt	3%	?	nt	i	nt
17	COc1cc(NC(=S)Nc2cccc(C)n2)cc(OC)c1OC	-5%	9.3%	-1.4	-2%	21%	?	-13%	i	-19%
18	NC(=O)CC(NC(=O)Cc1cccc2ccccc12)c1ccc(N2CCCCCC2)c([N+](=O)[O-])c1 (centres undefined)	-5%	0.4%	-1.1	-4%	2%	-28%	0%	i	-8%
19	CC(C)OC(=O)c1ccc(COC(=O)c2cccc(-c3nnc(-c4ccccc4)o3)c2)cc1	16%	1.7%	1.8	2%	-20%	0%	-1%	i	?
20	COc1ccc(CNc2nc(NC(C)=O)nn2-c2ccccc2)cc1	0%	-0.5%[9.22 µM]	1.4	7%	21%	-8%	-1%	i	3%
21	O=C(COC(=O)Cc1c(F)cccc1Cl)NC1CCS(=O)(=O)C1 (centres undefined)	8%	0.2%	2.7	4%	-5%	13%	1%	i	0%
22	O=C(NCc1ccccc1)C(c1ccncc1)N(C(=O)c1csnn1)c1ccccc1F (centres undefined)	3%	0.5%	0.8	2%	9%	8%	1%	i	6%
23	Cc1nc2cc(-c3ccsc3-n3c(C)ccc3C)[nH]n2c(=O)c1Cl	9%	8.9%	-2.5	-12%	-3%	?	-1%	i	-23%
24	Cc1ccc(-c2nn3c(C)nnc3s2)cc1NC(=O)CSc1ccc(Cl)cc1	-2%	-0.3%	0.7	7%	5%	16%	-2%	i	nt
25	CCOc1cc(C#N)c(NC(=O)c2cccnc2Cl)cc1OCC	1%	0.4%	1.7	-4%	17%	-9%	3%	i	1%
26	CN1CCC(=O)N([C@H](CC#N)c2ccccc2)CC1	0%	-0.3%	0.5	2%	-6%	-2%	-1%	i	14%
27	O=C(NNC(=O)c1ccc2c(c1)OCO2)NC12CC3CC(CC(C3)C1)C2	7%	-0.7%	0.1	1%	13%	?	0%	i	-1%
28	CSc1ccc(C(c2c(C(=O)O)[nH]c3ccccc23)c2c(C(=O)O)[nH]c3ccccc23)cc1	-6%	-1.0%	-0.6	-1%	-2%	-4%	-1%	i	3%
29	COc1cc(NC(=O)C(CC(C)C)NS(=O)(=O)c2ccc3c(c2)oc(=O)n3C)c(C(=O)O)cc1OC (centres undefined)	nt	0.4%	nt	-1%	nt	6%	nt	nt	4%
30	Cc1cc(NC(=O)C(C)Oc2ccccc2)no1 (centres undefined)	3%	-0.1%	0.8	1%	3%	17%	-1%	i	2%
31	COc1ccc(/C(C)=N/NS(=O)(=O)c2ccccc2)c(OC)c1	4%	-0.5%	-1.3	1%	3%	-4%	0%	i	3%
32	NC(=O)C1CCCN(CC(=O)Nc2ccccc2C(=O)NC2CC2)C1 (centres undefined)	-2%	-0.5%	-0.4	0%	9%	-10%	1%	i	13%
33	CCC(=O)N/N=C(\C)CC(=O)Nc1ccc2ccccc2c1	0%	5.3%	1.8	6%	-9%	2%	0%	i	1%
34	O=C(COc1ccc(F)cc1Cl)Nc1ccccc1C(=O)N1CCCCC1	4%	2.6%	3.3	-5%	-12%	6%	0%	i	?
35	O=[N+]([O-])c1ccc2c(c1Nc1ccccc1)=NC1(CCCCC1)N=2	7%	5.3%	-0.4	-10%	-2%	-10%	-1%	i	0%
36	CS(=O)(=O)N1CCN(c2ccc(NC(=S)NC(=O)c3ccccc3[N+](=O)[O-])cc2)CC1	1%	0.1%	0.1	-2%	1%	-5%	0%	i	1%
37	Cc1ccc(S(=O)(=O)N2CC3(C)CN(S(=O)(=O)c4ccc(C)cc4)CC(C)(C2)C3O)cc1 (centres undefined)	3%	0.2%	-2.0	-5%	10%[57.1 µM]	18%	0%	i	11%
38	O=C(/C=C/c1ccco1)NCCCN1CCOCC1	10%	-0.7%	-0.2	1%	2%	3%	-7%	i	5%
39	Cc1ccc(C)c(N2CCN(CCCc3ccccc3)CC2)c1	16%	6.3%	-2.3	10%	-4%	-21%	-1%	i	2%
40	Cc1cc(C)cc(NC(=O)C(CC(C)C)NC(=O)C2CCCCC2)c1 (centres undefined)	nt	0.0%	nt	-2%	nt	-3%	nt	nt	6%[9.27 µM]
41	CC1CCCC(C)N1C(=O)CSc1nnc(-c2cccs2)o1 (centres undefined)	3%	-0.2%	-1.4	-1%	12%	8%	3%	i	?
42	O=C(Cc1cccc(NC(=O)C2CCCN(C(=O)C3CCCCC3)C2)c1)Nc1cccc(C(=O)N2CCOCC2)c1 (centres undefined)	8%	-0.2%	1.2	2%	-7%	2%	nt	i	-4%
43	CSc1ccccc1OCc1cc(C(=O)NCCc2ccco2)no1	-4%	0.8%	-2.9	-10%	9%	12%	-1%	i	8%
44	COc1ccc(/C=C/C(=O)OCC(=O)Nc2ccc(N3CCOCC3)cc2)cc1OC	1%	-0.2%	0.1	2%	-6%	-4%	-4%	i	5%
45	Cc1ccccc1N(CC(=O)N/N=C/c1cc(C)n(-c2ccccc2C)c1C)S(C)(=O)=O	0%	0.3%	0.2	-3%	-2%	?	-2%	i	nt
46	COc1ccccc1-c1cccc([C@@H]2C[C@H]3[C@H](CON3C)CN2Cc2cc(Cl)cc(Cl)c2)c1	3%	0.9%	0.3	-6%	-16%	-23%	nt	i	?
47	CCCN1CCc2c(sc(NC(=O)c3ccc(S(=O)(=O)N4CCN(C(=O)OCC)CC4)cc3)c2C(N)=O)C1	-39%[inhibitor]	14%	-8.8	?	34%[activator]	1%	-8%	i	-21%
48	COCCn1c(SCC(=O)c2ccccc2)nc2c(c1=O)SCC2	-1%	2.5%	-4.8	4%	-4%	4%	1%	i	0%
49	CCOc1ccccc1C(=O)Nc1ccc(S(=O)(=O)Nc2nc(C)cc(C)n2)cc1	nt	-0.2%	nt	-3%	nt	-4%	nt	nt	?
50	O=C(N/N=C/c1ccc([N+](=O)[O-])s1)c1ccccc1Br	12%	-2.6%	0.2	?	-1%	11µM*	-7%	i	9.2µM*
51	CSc1nc2[nH]c(=O)n(O)c(=O)c2n1Cc1ccccc1	10%	2.3%	-3.3	-10%	-1%	10%	nt	i	1%
52	COc1ccc(N2CCN(C(=O)Cc3coc4cc(C)ccc34)CC2)cc1	8%	0.3%	-1.6	1%	-9%	28%	-4%	i	6%
53	Cc1ccc(C)c(S(=O)(=O)N=Nc2c(O)[nH]c3ccccc23)c1	12%	0.8%	-5.6	6%	-4%	2%	1%	i	1%
54	O=C(c1cc(COc2ccc(F)cc2Cl)on1)N1CC2C[C@@H]3CC1C[C@H](C2)C3	7%	-0.2%	-0.9	10%	3%	-2%	-4%	i	?

# High-throughput results from PubChem.

# An excerpt; the hit share may differ from the screen's.
